KCNK9 inh: blocks the human KCNK9 two-pore domain potassium channel | Q9NPC2 | AID 488922 | 1.2% of 310,000 active | B-score at 10 µM | HEK293 KCNK9, FluxOR thallium flux fluorescence; stronger effect = lower value;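 active means ratio B-score over 3 SD below the library mean, with starting fluorescence within 5 SD of its mean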;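 further: negative B-score means less thallium flux so channel inhibition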
Target sequence (Q9NPC2 whole entry, looked up, the tested form may be a part): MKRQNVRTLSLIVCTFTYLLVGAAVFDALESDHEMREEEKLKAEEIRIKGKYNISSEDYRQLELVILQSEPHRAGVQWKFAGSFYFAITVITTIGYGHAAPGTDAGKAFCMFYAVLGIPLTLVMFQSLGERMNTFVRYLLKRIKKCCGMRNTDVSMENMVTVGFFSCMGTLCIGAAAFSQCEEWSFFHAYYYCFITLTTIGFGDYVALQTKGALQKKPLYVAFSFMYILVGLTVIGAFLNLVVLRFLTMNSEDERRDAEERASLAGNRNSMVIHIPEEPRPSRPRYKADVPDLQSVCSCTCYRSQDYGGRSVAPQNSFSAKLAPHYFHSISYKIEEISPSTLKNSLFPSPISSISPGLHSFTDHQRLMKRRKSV
KCNQ1 block: human KCNQ1 channel inhibition; 1.3% of 310,000 active; B-score at 10 µM; CHO-K1 KCNQ1, FluxOR thallium flux fluorescence; stronger effect = higher value; AID 2642;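 active means compounds whose thallium flux B-score, printed positive for inhibition, exceeds three library SD while starting fluorescence stays within three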;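 further: channel opened by potassium depolarization with thallium stimulus after 20 min compound exposure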
Dyrk1A ADPGlo: blocks rat Dyrk1A kinase activity | Q63470 | ADP-Glo luminescence, NFATc1 peptide | inhibition, % at 12.5 µM | 0.43% of 310,000 active | AID 504441; in the data active means inhibition above about 50%;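 further: plate controls were vehicle with enzyme for no effect and no enzyme for full effect; many of its hits are not listed in these tables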
TRPC4 inh: blocks the mouse TRPC4 cation channel; B-score at 10 µM; Q9QUQ5; 0.39% of 300,000 active; HEK293 TRPC4beta/mu-opioid, DAMGO-evoked Fluo4 calcium flux; stronger effect = lower value;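 active means B-score over 3 SD under the library average, no early fluorescence shift, positive overall ratio signal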
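Assay system: TRPC4beta/mu-opioid receptor HEK293 cell line; compound dosing: single concentration per test compound; detection: Fluo4 Ca2+ flux fluorescence; evaluation: per-well B score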
TRPC4 potent: TRPC4 (mouse) allosteric potentiation; Q9QUQ5; HEK293 TRPC4beta/mu-opioid, DAMGO EC20, Fluo-4 Ca2+ flux; stronger effect = higher value; B-score at 10 µM; 0.42% of 310,000 active; AID 2227;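 active means B-score of calcium response area above 5 SD of library B-scores, with initial fluorescence ratio within 5 SD of library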;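 further: B-score of integrated fluorescence ratio over time as area under calcium response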
PolyA inhibitor: yeast polyadenylation inhibition; 0.02% of 300,000 active; calls only at 12 µM; S. cerevisiae SKY197-pL101 polyadenylation reporter, beta-gal luminescence; efflux-impaired pdr1/pdr3 knockout yeast; score 100 = 6 SD above DMSO;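 active means lowest replicate activity score at least 50, where 100 means six control SD above control mean; inconclusive means lowest score under 50 but half or more replicates reach 50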;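 further: yeast exposed to compound for 9 h at 30 °C; higher score means more reporter readthrough which indicates perturbed polyadenylation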
KCNQ1 pot: potentiators or activators of human KCNQ1 potassium channel. B-score at 10 µM. CHO-K1 KCNQ1, thallium flux FluxOR fluorescence; stronger effect = higher value. 0.35% of 310,000 active. P51787;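 active means fluorescence ratio B-score, a plate-corrected score, at least three library SD, with initial intensity B-score within 5 SD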
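Medium – assay buffer, equal DMSO in all wells · Material – CHO-K1 cell line with stable KCNQ1 potassium channel expression · Signal – kinetic FluxOR thallium fluorescence, 10-s 1-Hz baseline, 110-s post-stimulus read · Compound – single concentration per compound, DMSO matched to controls · Schedule – 37 °C overnight plating, 90-min dark dye load, 20-min compound pretreatment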
KCNK3 block: human KCNK3 channel inhibition, primary screen. CHO-KCNK3 thallium flux, FluxOR fluorescence; stronger effect = lower value. B-score at 10 µM. O14649. 0.84% of 340,000 active. AID 602410;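 active means B-score under library mean minus 4 SD, starting fluorescence ratio at most library mean plus 5 SD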;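 further: more negative B-score means stronger inhibition of thallium flux through KCNK3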
Target sequence (O14649 whole entry, looked up): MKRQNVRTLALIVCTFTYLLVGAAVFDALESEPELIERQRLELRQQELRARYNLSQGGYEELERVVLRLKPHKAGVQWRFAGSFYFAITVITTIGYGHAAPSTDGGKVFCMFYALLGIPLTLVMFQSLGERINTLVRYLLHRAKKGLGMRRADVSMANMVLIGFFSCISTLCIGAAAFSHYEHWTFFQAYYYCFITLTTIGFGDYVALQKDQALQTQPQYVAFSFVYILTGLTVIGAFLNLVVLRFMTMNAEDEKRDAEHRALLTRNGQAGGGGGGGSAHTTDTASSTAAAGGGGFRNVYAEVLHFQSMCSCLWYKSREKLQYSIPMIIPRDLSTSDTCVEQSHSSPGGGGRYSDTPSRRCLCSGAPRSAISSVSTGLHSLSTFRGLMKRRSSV
TRPC4 agonist: TRPC4 (mouse) channel activation | Q9QUQ5 | HEK293 TRPC4beta/mu-opioid, Fluo4 calcium fluorescence; stronger effect = higher value | B-score at 10 µM | 0.49% of 310,000 active | AID 2237;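 active means B-score above 5 SD of library B-scores, and initial fluorescence ratio not above library mean plus 5 SD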;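 further: positive B-score marks a calcium rise read as TRPC4 activation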
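Material: HEK293 stable line with TRPC4beta plus mu-opioid receptor; technique: Fluo4 calcium-sensitive dye fluorescence, kinetic, 1 Hz baseline; timing: Fluo4 dye loading 45 min at room temperature, 110 s recording; controls: assay buffer as low control, maximal DAMGO as high control; read-out: integrated baseline-normalised fluorescence ratio, converted to per-well B score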
Platelet DG rel: platelet dense granule release activity | 0.22% of 300,000 active | AID 1663 | human platelet-rich plasma, SFLLRN dense granule ATP release, luminescence | inhibition, %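 (compounds screened at 7.5 µM in platelet-rich plasma)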;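 active means mean replicate score, as percent of positive control, at or above 50; inconclusive means mean below 50 but at least one replicate at or above 50; inactive means mean and every replicate below 50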
hERG protect: hERG (human) protection from proarrhythmic block; AID 1511; Q12809; 0.51% of 310,000 active; activation (rescue from dofetilide block), less the hit threshold, % at 10 µM; CHO-hERG, FluxOR thallium flux, dofetilide IC70 present;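 active means activation above the mean of controls blocked by dofetilide plus 5 SD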;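 further: thallium influx through hERG after potassium depolarization seen as dye fluorescence rise; in these data hits start at about 4.7%; inactives centre near -7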
Active calls of the source: *. This is a subset; count on the stated rates, not on these rows.

Cc1cc(C)n2nc(SCc3nnc(-c4cccs4)o3)nc2n1 was read as KCNK9 inh inactive, KCNQ1 block inactive, TRPC4 inh inactive, TRPC4 potent inactive, PolyA inhibitor inactive, KCNQ1 pot inactive, KCNK3 block inactive, TRPC4 agonist inactive, Platelet DG rel 14 and hERG protect -1.
S=c1[nH]c(-c2ccc(Br)cc2)cn1CCc1ccccc1 was read as KCNK9 inh inactive, KCNQ1 block inactive, Dyrk1A ADPGlo -6, TRPC4 inh inactive, TRPC4 potent inactive, PolyA inhibitor inactive, KCNQ1 pot inactive, KCNK3 block inactive, TRPC4 agonist inactive, Platelet DG rel 0 and hERG protect -11.
For COc1ccc(/C=C2/C(=N)N3N=C(CC(=O)N4CCCC4)SC3=NC2=O)cc1 the results were KCNK9 inh inactive, KCNQ1 block inactive, Dyrk1A ADPGlo -5, TRPC4 inh inactive, TRPC4 potent inactive, PolyA inhibitor inactive, KCNQ1 pot inactive, KCNK3 block inactive, TRPC4 agonist inactive, Platelet DG rel 12 and hERG protect -3.
For COc1cccc(NC(=S)/C(=C(\[O-])c2cc(C)n(-c3ccccc3F)c2C)[n+]2ccc(N(C)C)cc2)c1 the results were KCNK9 inh inactive, KCNQ1 block inactive, Dyrk1A ADPGlo 7, TRPC4 inh inactive, TRPC4 potent inactive, PolyA inhibitor inactive, KCNQ1 pot inactive, KCNK3 block inactive, TRPC4 agonist inactive, Platelet DG rel -5 and hERG protect -8.
O=C1NC(=O)C2(COC(c3ccncc3)OC2)S1 (stereo unspecified) was read as KCNK9 inh inactive, KCNQ1 block inactive, Dyrk1A ADPGlo 5, TRPC4 inh inactive, TRPC4 potent inactive, PolyA inhibitor inactive, KCNQ1 pot inactive, KCNK3 block inactive, TRPC4 agonist inactive, Platelet DG rel -2 and hERG protect -7.
Screening COc1ccc(C(=O)Nc2cccc(C(=O)N3CCN(C)CC3)c2)cc1 returned KCNK9 inh inactive, KCNQ1 block inactive, Dyrk1A ADPGlo 6, TRPC4 inh inactive, TRPC4 potent inactive, PolyA inhibitor inactive, KCNQ1 pot inactive, KCNK3 block inactive, TRPC4 agonist inactive, Platelet DG rel 6 and hERG protect -4.
`CCCCc1c(O)nc(SCC(=O)N2CCOCC2)[nH]c1=O` gave KCNK9 inh inactive, KCNQ1 block inactive, Dyrk1A ADPGlo -7, TRPC4 inh inactive, TRPC4 potent inactive, PolyA inhibitor inactive, KCNQ1 pot inactive, KCNK3 block inactive, TRPC4 agonist inactive, Platelet DG rel inconclusive and hERG protect -4.
Screening CCOC(=O)C1CCN(C(=O)c2sc3nc(-c4ccc(F)cc4)cn3c2C)CC1 returned KCNK9 inh inactive, KCNQ1 block inactive, Dyrk1A ADPGlo 5, TRPC4 inh inactive, TRPC4 potent inactive, PolyA inhibitor inactive, KCNQ1 pot inactive, KCNK3 block inactive, TRPC4 agonist inactive, Platelet DG rel -3 and hERG protect -15.
`O=C(CSc1nnc(Cc2cc(=O)[nH]c(=O)[nH]2)n1-c1ccc(Cl)cc1)N1CCc2ccccc21` gave KCNK9 inh inactive, KCNQ1 block inactive, TRPC4 inh inactive, TRPC4 potent inactive, PolyA inhibitor inactive, KCNQ1 pot inactive, TRPC4 agonist inactive, Platelet DG rel 3 and hERG protect -4.
Screening Cc1ccccc1NC(=O)c1cn(-c2ccccc2)nc1-c1ccccc1 returned KCNK9 inh inactive, KCNQ1 block inactive, Dyrk1A ADPGlo -1, TRPC4 inh inactive, TRPC4 potent inactive, PolyA inhibitor inactive, KCNQ1 pot inactive, KCNK3 block inactive, TRPC4 agonist inactive, Platelet DG rel -2 and hERG protect -3.
COc1ccc(OC)c(NC(=O)Nc2ccccc2C)c1 was read as KCNK9 inh inactive, KCNQ1 block inactive, Dyrk1A ADPGlo 6, TRPC4 inh inactive, TRPC4 potent inactive, PolyA inhibitor inactive, KCNQ1 pot inactive, KCNK3 block inactive, TRPC4 agonist inactive, Platelet DG rel -13 and hERG protect -11.
For Cn1c(Cc2ccccc2)nnc1SCC(=O)c1ccc(Br)s1 the results were KCNK9 inh inactive, KCNQ1 block inactive, Dyrk1A ADPGlo -1, TRPC4 inh inactive, TRPC4 potent inactive, PolyA inhibitor inactive, KCNQ1 pot inactive, KCNK3 block inactive, TRPC4 agonist inactive, Platelet DG rel -1 and hERG protect -8.
`COc1ccc2cc(/C=C/C(=O)c3ccco3)c(Cl)nc2c1` gave KCNK9 inh inactive, KCNQ1 block inactive, TRPC4 inh inactive, TRPC4 potent inactive, PolyA inhibitor inactive, KCNQ1 pot inactive, TRPC4 agonist inactive, Platelet DG rel 0 and hERG protect -10.
`Cc1cc(=O)[nH]c2ccc(S(=O)(=O)NCc3ccccc3)cc12` gave KCNK9 inh inactive, KCNQ1 block inactive, Dyrk1A ADPGlo 6, TRPC4 inh inactive, TRPC4 potent inactive, PolyA inhibitor inactive, KCNQ1 pot inactive, KCNK3 block inactive, TRPC4 agonist inactive, Platelet DG rel 5 and hERG protect -7.
COc1ccc(CCC(=O)N2CCN(C3CCCCC3)CC2)cc1 was read as KCNK9 inh inactive, KCNQ1 block inactive, Dyrk1A ADPGlo -3, TRPC4 inh inactive, TRPC4 potent inactive, PolyA inhibitor inactive, KCNQ1 pot inactive, KCNK3 block inactive, TRPC4 agonist inactive, Platelet DG rel -7 and hERG protect -7.
CC(=O)c1ccc(C(=O)NC2CCCN(Cc3ccccc3F)C2)s1 (stereo unspecified) was read as KCNK9 inh inactive, KCNQ1 block inactive, Dyrk1A ADPGlo -4, TRPC4 inh inactive, TRPC4 potent inactive, PolyA inhibitor inactive, KCNQ1 pot inactive, KCNK3 block inactive, TRPC4 agonist inactive, Platelet DG rel 5 and hERG protect -9.
`CCC(C)NCCOc1cccc(Br)c1` (stereo unspecified) gave KCNK9 inh inactive, KCNQ1 block inactive, Dyrk1A ADPGlo 0, TRPC4 inh inactive, TRPC4 potent inactive, PolyA inhibitor inactive, KCNQ1 pot inactive, KCNK3 block inactive, TRPC4 agonist inactive, Platelet DG rel -42 and hERG protect -12.
CC(C)CC(=O)NC1(C(F)(F)F)C(=O)N(Cc2ccccc2)C2=C1C(=O)CC(C)(C)C2 (stereo unspecified) was read as KCNK9 inh inactive, KCNQ1 block inactive, Dyrk1A ADPGlo 3, TRPC4 inh inactive, TRPC4 potent inactive, PolyA inhibitor inactive, KCNQ1 pot inactive, KCNK3 block inactive, TRPC4 agonist inactive, Platelet DG rel 8 and hERG protect -7.
`O=C(O)c1ccc(N2Cc3ccccc3C2)cc1O` gave KCNK9 inh inactive, KCNQ1 block inactive, TRPC4 inh inactive, TRPC4 potent inactive, PolyA inhibitor inactive, KCNQ1 pot inactive, KCNK3 block inactive, TRPC4 agonist inactive, Platelet DG rel -2 and hERG protect -11.
`O=c1[nH]nc(-c2ccc(F)cc2)cc1Cc1ccccn1` gave KCNK9 inh inactive, KCNQ1 block inactive, TRPC4 inh inactive, TRPC4 potent inactive, PolyA inhibitor inactive, KCNQ1 pot inactive, KCNK3 block inactive, TRPC4 agonist inactive, Platelet DG rel 0 and hERG protect -2.
For COC(=O)CN(C)C(=O)c1ccc2nc(Cc3cccc(Cl)c3)oc2c1 the results were KCNK9 inh inactive, KCNQ1 block inactive, Dyrk1A ADPGlo -1, TRPC4 inh inactive, TRPC4 potent inactive, PolyA inhibitor inactive, KCNQ1 pot inactive, KCNK3 block inactive, TRPC4 agonist inactive, Platelet DG rel 0 and hERG protect -6.
`O=C(Cc1ccccc1)NCCCc1ccccc1` gave KCNK9 inh inactive, KCNQ1 block inactive, Dyrk1A ADPGlo 2, TRPC4 inh inactive, TRPC4 potent inactive, PolyA inhibitor inactive, KCNQ1 pot inactive, KCNK3 block inactive, TRPC4 agonist inactive, Platelet DG rel 7 and hERG protect -5.
Screening Cc1cc(Br)ccc1NC(=O)CN(C)C(=O)Cn1c(=O)cnc2ccccc21 returned KCNK9 inh inactive, KCNQ1 block inactive, Dyrk1A ADPGlo -1, TRPC4 inh inactive, TRPC4 potent inactive, PolyA inhibitor inactive, KCNQ1 pot inactive, KCNK3 block inactive, TRPC4 agonist inactive, Platelet DG rel 2 and hERG protect -5.
`O=C(O)c1ccc(S(=O)(=O)c2ccccc2)cc1` gave KCNK9 inh inactive, KCNQ1 block inactive, Dyrk1A ADPGlo -1, TRPC4 inh inactive, TRPC4 potent inactive, PolyA inhibitor inactive, KCNQ1 pot inactive, KCNK3 block inactive, TRPC4 agonist inactive, Platelet DG rel 6 and hERG protect -12.
Screening Nc1nc(N2CCCCC2)nc2ccccc12 returned KCNK9 inh inactive, KCNQ1 block inactive, Dyrk1A ADPGlo 9, TRPC4 inh -8*, TRPC4 potent inactive, PolyA inhibitor inactive, KCNQ1 pot inactive, KCNK3 block inactive, TRPC4 agonist inactive, Platelet DG rel 6 and hERG protect -8.
For Cc1ccc(SCC(=O)N2CCOCC2)cc1 the results were KCNK9 inh inactive, KCNQ1 block inactive, Dyrk1A ADPGlo -2, TRPC4 inh inactive, TRPC4 potent inactive, PolyA inhibitor inactive, KCNQ1 pot inactive, KCNK3 block inactive, TRPC4 agonist inactive, Platelet DG rel -1 and hERG protect 2.
Screening Cc1ccc(C)c(C(=O)COC(=O)c2cccc(N3C(=O)c4c(C)nc5ccccc5c4C3=O)c2)c1 returned KCNK9 inh inactive, KCNQ1 block inactive, Dyrk1A ADPGlo -2, TRPC4 inh inactive, TRPC4 potent inactive, PolyA inhibitor inactive, KCNQ1 pot inactive, KCNK3 block inactive, TRPC4 agonist inactive, Platelet DG rel -9 and hERG protect -4.
Screening CC(=O)c1ccc(NC(=S)Nc2ccc3[nH]c(=O)[nH]c3c2)cc1 returned KCNK9 inh inactive, KCNQ1 block inactive, Dyrk1A ADPGlo 9, TRPC4 inh inactive, TRPC4 potent inactive, PolyA inhibitor inactive, KCNQ1 pot inactive, KCNK3 block inactive, TRPC4 agonist inactive, Platelet DG rel 15 and hERG protect -1.
CN(Cc1ccccc1)C(=O)c1nc2ccccn2c1CN1CCC(N2CCOCC2)CC1 was read as KCNK9 inh inactive, KCNQ1 block inactive, Dyrk1A ADPGlo 0, TRPC4 inh inactive, TRPC4 potent inactive, PolyA inhibitor inactive, KCNQ1 pot inactive, KCNK3 block inactive, TRPC4 agonist inactive, Platelet DG rel -5 and hERG protect -10.

Bioassay records deposited in PubChem by several laboratories.
